Screening results: PubChem BioAssay, Broad Institute
mut p53 react – mutant p53 pathway reactivation; activation, % at 9.98 µM; 1.5% of 28,000 active; AID 624151; SW480 PUMA-promoter luciferase; in the data active means activation above about 52%; inconclusive means no clear call, values can overlap the other calls
STK33 inh – blocks human STK33 kinase activity; Q9BYT3; inhibition, % at 12.5 µM; 0.44% of 27,000 active; AID 2322; ADP-Glo luminescence, MBP substrate; in the data active means inhibition above about 20%; inconclusive means no clear call, values can overlap the other calls
Target sequence (Q9BYT3 whole entry, looked up): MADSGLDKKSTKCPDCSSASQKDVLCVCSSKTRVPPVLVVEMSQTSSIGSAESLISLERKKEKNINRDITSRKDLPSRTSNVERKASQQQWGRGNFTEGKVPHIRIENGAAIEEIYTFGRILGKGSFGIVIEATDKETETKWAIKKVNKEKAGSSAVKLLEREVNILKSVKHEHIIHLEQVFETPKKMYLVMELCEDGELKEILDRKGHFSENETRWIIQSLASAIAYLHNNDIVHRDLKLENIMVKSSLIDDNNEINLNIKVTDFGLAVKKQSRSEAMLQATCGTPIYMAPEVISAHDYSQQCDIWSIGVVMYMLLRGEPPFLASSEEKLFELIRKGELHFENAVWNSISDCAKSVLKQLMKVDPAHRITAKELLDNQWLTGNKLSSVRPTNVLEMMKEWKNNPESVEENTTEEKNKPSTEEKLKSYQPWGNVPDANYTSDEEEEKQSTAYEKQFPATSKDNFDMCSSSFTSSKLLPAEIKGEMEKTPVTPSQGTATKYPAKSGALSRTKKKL
Numbers without * were called inactive; ? = inconclusive; / = not tested or not shown. A portion of the library; count on the stated rates, not on these rows.

Every second line gives: mut p53 react	STK33 inh
- C[C@@H]1CN([C@@H](C)CO)C(=O)c2cc(N(C)C)ccc2O[C@H]1CN(C)C(=O)Nc1ccccc1
    3	/
- C[C@@H]1CN([C@H](C)CO)C(=O)c2cc(C#Cc3cccnc3)cnc2O[C@H]1CN(C)Cc1cccnc1
    7	/
- C[C@]1(O)CC[C@@H]2C(C(=O)O)=CO[C@@H](O[C@@H]3O[C@H](COC(=O)c4ccc(O)cc4)[C@@H](O)[C@H](O)[C@H]3O)[C@@H]21
    4	2
- C[C@H](CO)N1C[C@H](C)[C@H](CN(C)S(=O)(=O)c2ccc(Cl)cc2)Oc2c(NC(=O)c3ccncc3)cccc2C1=O
    0	/
- Cc1noc(C)c1NC(=O)N(C)C[C@@H]1Oc2ccc(NC(=O)CCC(F)(F)F)cc2C(=O)N([C@@H](C)CO)C[C@@H]1C
    /	0
- CCOC(=O)CNC(=O)c1cc(-c2ccccn2)nc2c(C)c(Cl)ccc12
    -2	0
- COc1ccc(O)c(C=NCC(C)N=Cc2cc(OC)ccc2O)c1 (centres undefined)
    6	/
- COC(=O)C(Cc1ccccc1)NC(=O)c1ccccc1 (centres undefined)
    0	1
- Cc1ccc(S(=O)(=O)NC2(C(=O)O)CCCCC2)cc1
    2	0
- CNC[C@@H]1OCCCC[C@@H](C)Oc2ccc(NS(=O)(=O)c3ccccc3)cc2C(=O)N([C@@H](C)CO)C[C@H]1C
    2	/
- CNC(=O)C1=C[C@@H](c2ccc(OC)cc2)C[C@@H](OCCCCO)O1
    /	-3
- C[C@H]1CN([C@@H](C)CO)C(=O)c2cccc(NC(=O)NC3CCCCC3)c2O[C@H]1CN(C)Cc1ccc(Oc2ccccc2)cc1
    4	/
- O=C(COc1cccc(C(F)(F)F)c1)NCc1cccnc1
    18	-1
- C[C@H](CO)N1C[C@H](C)[C@@H](CN(C)C)OCCCC[C@H](C)Oc2ccc(NC(=O)c3ccccc3)cc2C1=O
    9	/
- COc1ccc(CN(C)C[C@H]2OCCCC[C@@H](C)Oc3ccc(N(C)C)cc3C(=O)N([C@@H](C)CO)C[C@H]2C)cc1
    3	/
- C[C@@H]1CN([C@H](C)CO)C(=O)Cc2cc(N(C)C)ccc2O[C@H]1CN(C)Cc1ccc(Oc2ccccc2)cc1
    /	1
- COc1ccccc1-c1nnc(SCC(=O)c2ccc(Cl)cc2)n1-c1ccccc1
    6	0
- C[C@@H]1CN([C@@H](C)CO)C(=O)c2cc(NS(=O)(=O)c3ccc(Cl)cc3)ccc2O[C@H]1CN(C)Cc1ccc(C(F)(F)F)cc1
    /	6
- CN1CCN(C(=O)CCc2nc(-c3ccc(Cl)cc3)no2)CC1
    1	0
- CCOc1ccc(NC(=O)CSc2nccc(C)n2)cc1
    11	-1

Four compounds picked at random from those above:
Every second line gives: mut p53 react	STK33 inh
- COc1ccccc1-c1nnc(SCC(=O)c2ccc(Cl)cc2)n1-c1ccccc1
    6	0
- C[C@@H]1CN([C@@H](C)CO)C(=O)c2cc(NS(=O)(=O)c3ccc(Cl)cc3)ccc2O[C@H]1CN(C)Cc1ccc(C(F)(F)F)cc1
    /	6
- COc1ccc(O)c(C=NCC(C)N=Cc2cc(OC)ccc2O)c1 (centres undefined)
    6	/
- C[C@@H]1CN([C@@H](C)CO)C(=O)c2cc(N(C)C)ccc2O[C@H]1CN(C)C(=O)Nc1ccccc1
    3	/

Remaining list, next part:
Every second line gives: mut p53 react	STK33 inh
- Cc1ccc(S(=O)(=O)Nc2ccc3c(c2)CC(=O)N([C@H](C)CO)C[C@@H](C)[C@H](CN(C)C)O3)cc1
    /	0
- O=C(C[C@H]1C[C@H]2c3cc(NC(=O)c4ccc5c(c4)OCO5)ccc3O[C@H]2[C@H](CO)O1)NCCN1CCCCC1
    15	/
- COc1ccccc1N(CC(=O)Nc1ccc(F)c(F)c1)S(C)(=O)=O
    -3	-1
- C[C@H](CO)N1C[C@H](C)[C@H](CN(C)C)OCCCC[C@H](C)Oc2ccc(NC(=O)Cc3ccccc3)cc2C1=O
    -5	/
- CCc1ccccc1NC(=O)CSc1nc2cc(C(F)(F)F)ccc2s1
    21	-3
- CSc1cccc(NC(=O)CSc2ncn(-c3ccccc3)n2)c1
    -14	-1
- COc1ccc(NC(=O)N(C)C[C@@H]2Oc3ccc(NC(=O)NC4CCCCC4)cc3CC(=O)N([C@H](C)CO)C[C@H]2C)cc1
    /	2
- C[C@@H]1CN([C@H](C)CO)C(=O)Cc2cc(NC(=O)CCC(F)(F)F)ccc2O[C@@H]1CN(C)Cc1ccc(C(F)(F)F)cc1
    /	-1
- Cc1ccc(Cl)cc1NC(=O)C(C)n1nc(C)c([N+](=O)[O-])c1C (centres undefined)
    9	0
- COC(=O)c1c(NC(=S)NCCn2cc(Br)cn2)sc2c1CCC2
    3	2
- C[C@@H]1CN([C@H](C)CO)C(=O)c2cccc(NS(=O)(=O)c3ccc(F)cc3)c2O[C@@H]1CN(C)C(=O)Nc1ccc2c(c1)OCO2
    1	/
- COc1cc(C2c3cc(O[C@@H]4O[C@H](CO)[C@@H](O)[C@H](O)[C@H]4O)c(OC)cc3CC(CO)C2CO)ccc1O (some centres undefined)
    1	0
- C[C@@H]1CCCCO[C@H](CN(C)Cc2ccc(C(=O)O)cc2)[C@@H](C)CN([C@H](C)CO)C(=O)c2cc(NS(C)(=O)=O)ccc2O1
    /	3
- C[C@@H]1CN([C@@H](C)CO)C(=O)c2cc(NC(=O)CCN3CCOCC3)ccc2O[C@@H]1CN(C)Cc1ccncc1
    /	0
- Cc1nnc(SCC(=O)Nc2cccc(C(F)(F)F)c2)s1
    1	4
- C[C@H](CO)N1C[C@H](C)[C@H](CN(C)C(=O)Nc2ccccc2)OCCCC[C@H](C)Oc2ccc(NS(C)(=O)=O)cc2C1=O
    6	/
- CC(C)NC(=O)Nc1ccc2c(c1)C(=O)N([C@H](C)CO)C[C@H](C)[C@H](CN(C)S(=O)(=O)c1ccc(Cl)cc1)O2
    /	2
- C[C@@H]1CN([C@@H](C)CO)C(=O)c2cc(N(C)C)ccc2O[C@H]1CN(C)C(=O)Nc1ccc2c(c1)OCO2
    8	/
- CC(C)=CCC/C(C)=C/CC/C(C)=C/CSc1ncn[nH]1
    6	-2
- CC(C)NC(=O)N(C)C[C@@H]1OCCCC[C@@H](C)Oc2ccc(NC(=O)CCC(F)(F)F)cc2C(=O)N([C@H](C)CO)C[C@H]1C
    4	/
- C[C@@H]1CN([C@@H](C)CO)C(=O)c2cc(NC(=O)C3CCCCC3)ccc2O[C@@H](C)CCCCO[C@@H]1CN(C)C
    -9	/
- Cc1cc(N2CC(C)CC(C)C2)nc2ccc(NC(=O)CCC(=O)Nc3ccc(F)cc3Cl)cc12 (centres undefined)
    -27	/
- COc1ccc(S(=O)(=O)Nc2ccc3c(c2)C(=O)N([C@H](C)CO)C[C@H](C)[C@@H](CN(C)Cc2ccncc2)O3)cc1
    -1	/
- COc1ccc(S(=O)(=O)N(C)C[C@H]2Oc3ccc(NC(=O)Nc4cccc5ccccc45)cc3CC(=O)N([C@H](C)CO)C[C@@H]2C)cc1
    -5	/
- C[C@@H]1CN([C@@H](C)CO)S(=O)(=O)c2ccc(Br)cc2O[C@@H]1CN(C)CC1CC1
    6	/
- COC(=O)c1c(NC(=O)CSc2ncnc3sc(C)c(C)c23)sc(C)c1C
    -3	2
- CC(C)NC(=O)N(C)C[C@@H]1OCCCC[C@@H](C)Oc2ccc(NC(=O)Nc3ccc(C(F)(F)F)cc3)cc2C(=O)N([C@@H](C)CO)C[C@@H]1C
    -41	/
- C[C@@H](NC(=O)C[C@H]1C[C@H]2c3cc(NC(=O)c4cccnc4)ccc3O[C@H]2[C@H](CO)O1)c1ccccc1
    7	/
- Cc1ccc(S(=O)(=O)Nc2ccc3c(c2)CC(=O)N([C@H](C)CO)C[C@@H](C)[C@H](CN(C)C(=O)Nc2cccc4ccccc24)O3)cc1
    /	-2
- Cc1noc(C)c1S(=O)(=O)Nc1cccc2c1O[C@H](CN(C)Cc1ccc(C(=O)O)cc1)[C@H](C)CN([C@@H](C)CO)C2=O
    -6	1
- Cc1ccc(S(=O)(=O)Nc2ccc3c(c2)CC(=O)N([C@H](C)CO)C[C@@H](C)[C@@H](CN(C)C(=O)Nc2ccccc2)O3)cc1
    /	0
- C[C@@H]1CN([C@@H](C)CO)C(=O)c2cc(NC(=O)Cc3cn(C)c4ccccc34)ccc2O[C@H]1CN(C)Cc1ccc(C(=O)O)cc1
    /	-1
- COc1cccc(NC(=O)N(C)C[C@@H]2Oc3cc(C#Cc4ccc(F)cc4)ccc3S(=O)(=O)N([C@@H](C)CO)C[C@H]2C)c1
    -32	/
- COc1cccc(OCCNS(=O)(=O)c2cccc([N+](=O)[O-])c2)c1
    2	-5
- NC(=O)/C(=C/c1ccc2c(c1)OCO2)NC(=O)c1ccc(Br)cc1
    0	/
- C[C@@H]1CCCCO[C@@H](CN(C)C(=O)Nc2ccc3c(c2)OCO3)[C@@H](C)CN([C@H](C)CO)C(=O)c2cc(NC(=O)c3ccncc3)ccc2O1
    /	1
- CS(=O)(=O)N(CC(=O)Nc1cccc2ccccc12)c1ccc(F)c(Cl)c1
    5	-1
- OCc1ccccc1O[C@@H]1O[C@H](CO)[C@@H](O)[C@H](O)[C@H]1O
    6	-2
- C[C@@H]1CN([C@H](C)CO)C(=O)c2cc(NC(=O)CCCN(C)C)ccc2O[C@@H](C)CCCCO[C@H]1CN(C)C(=O)CCCN(C)C
    -5	/
- CC(C)NC(=O)N(C)C[C@@H]1Oc2ccc(NC(=O)CCN3CCOCC3)cc2CC(=O)N([C@H](C)CO)C[C@H]1C
    1	-3
- COc1cc(OC)c(NC(=O)CN(C)S(=O)(=O)c2ccc(Br)cc2)cc1Cl
    -1	7
- COC(=O)c1scc(C#N)c1N=CN(C)C
    /	3
- Cc1noc(C)c1S(=O)(=O)Nc1ccc2c(c1)CC(=O)N([C@@H](C)CO)C[C@@H](C)[C@@H](CN(C)Cc1ccc3c(c1)OCO3)O2
    /	-2
- O=C(O)c1ccc(CSc2n[nH]c(-c3ccco3)n2)cc1
    -15	-2
- C[C@H](CO)N1C[C@H](C)[C@H](CN(C)S(=O)(=O)c2cccs2)Oc2ccc(NS(=O)(=O)c3ccccc3)cc2CC1=O
    -8	/
- NC(=O)c1c(NC(=O)c2ccc(COc3cc(Cl)ccc3Cl)o2)sc2c1CCCC2
    13	3
- C[C@@H]1CN([C@@H](C)CO)C(=O)c2cc(NC(=O)CCC(F)(F)F)ccc2O[C@@H](C)CCCCO[C@@H]1CN(C)Cc1ccc(C(F)(F)F)cc1
    -17	/
- CCn1c(SCC(=O)Nc2ccc(Cl)cc2Cl)nnc1-c1cc(Br)ccc1O
    -11	-4
- CC(C)NC(=O)N(C)C[C@H]1OCCCC[C@@H](C)Oc2ccc(NC(=O)Cc3ccccc3)cc2C(=O)N([C@@H](C)CO)C[C@H]1C
    -8	/
- O=C(CCN1CCN(CCO)CC1)Nc1ccc(F)c(F)c1
    11	0
- CCOc1ccc(NC(=O)Cn2cnc3scc(-c4ccc5ccccc5c4)c3c2=O)cc1
    -23	0
- C[C@H](CO)N1C[C@H](C)[C@@H](CN(C)Cc2ccc(-c3ccccc3)cc2)Oc2ccc(NS(=O)(=O)c3cccs3)cc2C1=O
    1	/
- Cc1noc(C)c1NC(=O)N(C)C[C@@H]1Oc2ccc(NC(=O)CCN3CCOCC3)cc2CC(=O)N([C@@H](C)CO)C[C@H]1C
    -3	/
- CC(C)NC(=O)N(C)C[C@@H]1Oc2ccc(NS(C)(=O)=O)cc2C(=O)N([C@H](C)CO)C[C@@H]1C
    6	/
- C[C@@H]1CCCCO[C@@H](CN(C)S(=O)(=O)c2cccs2)[C@@H](C)CN([C@H](C)CO)C(=O)c2cc(NS(C)(=O)=O)ccc2O1
    6	-1
- C[C@@H]1CCCCO[C@@H](CN(C)C(=O)c2ccncc2)[C@@H](C)CN([C@H](C)CO)C(=O)c2cc(NC(=O)c3ccncc3)ccc2O1
    /	-1
- Clc1ccccc1CNc1nc2ccccc2n1CCN1CCOCC1
    5	2
- O=C(Nc1ccc(S(=O)(=O)Nc2nccs2)cc1)C1CC(=O)N(c2ccccc2)C1 (centres undefined)
    0	0
- C[C@H]1CN([C@@H](C)CO)C(=O)CCCn2nncc2CO[C@@H]1CN(C)Cc1cccc2c1OCCCO2
    /	?
- Cc1ccc(OCCSc2n[nH]c3nc4ccccc4n23)cc1
    24	4

Taken from the results shown for reference:
Every second line gives: mut p53 react	STK33 inh
- Cc1noc(C)c1S(=O)(=O)Nc1ccc2c(c1)CC(=O)N([C@@H](C)CO)C[C@@H](C)[C@@H](CN(C)Cc1ccc3c(c1)OCO3)O2
    /	-2
- O=C(O)c1ccc(CSc2n[nH]c(-c3ccco3)n2)cc1
    -15	-2

Next part:
Every second line gives: mut p53 react	STK33 inh
- CCc1nc(SCC(=O)Nc2ccc(Br)cc2)n[nH]1
    -37	1
- CC(C)NC(=O)Nc1ccc2c(c1)C(=O)N([C@@H](C)CO)C[C@H](C)[C@H](CN(C)S(=O)(=O)c1ccc(F)cc1)OCCCC[C@H](C)O2
    -9	/
- COC(=O)c1ccc(NC(=O)CSC(=S)N2CCOCC2)cc1
    /	1
- C[C@H]1CN([C@@H](C)CO)C(=O)c2cccc(NC(=O)Nc3ccc(C(F)(F)F)cc3)c2O[C@H]1CN(C)CC1CC1
    -5	/
- CCc1cc(-c2n[nH]c(C(=O)O)c2-c2nc(C)cs2)c(O)cc1O
    -23	-4
- CCCN(C)C[C@H]1Oc2ncc(-c3cccnc3)cc2C(=O)N([C@H](C)CO)C[C@@H]1C
    5	/
- COc1ccc(CN2CCCC2C(=O)Nc2ccc(OC)c(OC)c2)cc1OC (centres undefined)
    8	3
- C=C(C)[C@@H]1Cc2c(ccc3c2O[C@H]2COc4cc(OC)c(OC)cc4[C@@]2(O)C3=O)O1
    /	0
- C[C@@H]1CN([C@H](C)CO)C(=O)c2c(c3ccccc3n2C)-c2ccccc2CO[C@@H]1CN(C)S(=O)(=O)c1ccccc1C#N
    -18	/
